# Assay outcomes (PubChem BioAssay)
# CCR6 antagonist = CCR6 (human) receptor antagonism. inhibition, % at 20 µM. P51684. 340,000 tested, 0.49% active. CHO-K1 CCR6 PathHunter beta-arrestin, luminescence, CCL20-stimulated. AID 493098;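 active = compounds whose inhibition of the agonist-driven luminescence signal at 20 µM reaches about 50%, limit read from the data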;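 also: cells stimulated with CCL20 at 14 nM final; plate controls were DMSO with CCL20 for no effect and DMSO without agonist for full effect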
# APJ antagonist = antagonists of human APJ apelin receptor | P35414 | CHO-K1 APJ beta-arrestin complementation, luminescence | inhibition, % at 20 µM | 330,000 tested, 0.32% active;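 active = inhibition above about 40% at 20 µM, limit read from the data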;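 also: cells challenged with 10 nM apelin-13 agonist together with compound; plate controls were apelin-13 plus DMSO wells for no effect and DMSO wells lacking apelin-13 for full effect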
# Target sequence (P35414 whole entry, looked up): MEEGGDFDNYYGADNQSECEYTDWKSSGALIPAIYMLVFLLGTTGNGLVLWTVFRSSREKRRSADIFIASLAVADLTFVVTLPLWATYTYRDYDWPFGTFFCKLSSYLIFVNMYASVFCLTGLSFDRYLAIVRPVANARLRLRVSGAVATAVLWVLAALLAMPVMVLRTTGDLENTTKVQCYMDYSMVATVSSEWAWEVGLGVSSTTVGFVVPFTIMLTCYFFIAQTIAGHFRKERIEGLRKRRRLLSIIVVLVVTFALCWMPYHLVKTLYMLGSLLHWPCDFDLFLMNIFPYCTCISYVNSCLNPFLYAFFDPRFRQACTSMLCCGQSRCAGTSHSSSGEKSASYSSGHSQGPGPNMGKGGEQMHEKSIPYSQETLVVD
# 697 NFkB inh = lowers PMA/ionomycin-induced NF-kB signal in 697 B cells | 697 B-cell NF-kB luciferase reporter, 16 h | inhibition, % at 4 µM | 330,000 tested, 0.33% active; in the data active = inhibition above about 35%
# UBC13 polyUb = inhibitors of human UBC13 polyubiquitin chain formation | inhibition, % at 20 µM | 330,000 tested, 0.47% active | P61088 | TR-FRET; in the data active = inhibition above about 45%, passing the limit was not always enough
# Target sequence (P61088 whole entry, looked up): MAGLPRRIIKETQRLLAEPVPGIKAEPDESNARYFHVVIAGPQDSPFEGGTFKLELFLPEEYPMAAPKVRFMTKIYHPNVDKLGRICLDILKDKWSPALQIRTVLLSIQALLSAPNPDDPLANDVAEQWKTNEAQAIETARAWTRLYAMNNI
# CXCR6 block = inhibitors of human CXCR6 receptor | 360,000 tested, 0.36% active | CHO-K1 PathHunter CXCR6 beta-arrestin, luminescence | inhibition, % at 20 µM; in the data active = inhibition above about 34%, passing the limit was not always enough;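 also: antagonist mode with CXCL16 agonist at 10 nM final; 0% = 10 nM CXCL16 with DMSO and 100% = unstimulated wells without agonist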
# Jurkat NFkB inh = lowers PMA/ionomycin-induced NF-kB signal in Jurkat cells; PMA/ionomycin-induced NF-kB luciferase reporter, luminescence; inhibition, % at 4 µM; 330,000 tested, 0.53% active; AID 435003; in the data active = inhibition above about 50%
# Gli-Sufu antag = blocks Gli-Sufu signaling in a luciferase reporter; 340,000 tested, 0.74% active; Sufu-KO-LIGHT fibroblasts, Gli luciferase reporter luminescence; inhibition, % at 5 µM;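 active = inhibition above about 55%, limit read from the data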;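 also: 0% = DMSO-treated cells and 100% = wells with medium but no cells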
# EBI2 antag = antagonists of human EBI2 receptor. inhibition, % at 5 µM. 360,000 tested, 0.81% active. P32249. AID 651636. EBI2 beta-arrestin recruitment, luminescence, 7a,25-OHC stimulated; in the data active = inhibition above about 38%;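 also: enzyme fragment complementation signal reports receptor beta-arrestin coupling in cells; 0% = agonist plus DMSO wells and 100% = wells without agonist; some results beyond the cut were filed as inactive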
# Target sequence (P32249 whole entry, looked up, the tested form may be a part): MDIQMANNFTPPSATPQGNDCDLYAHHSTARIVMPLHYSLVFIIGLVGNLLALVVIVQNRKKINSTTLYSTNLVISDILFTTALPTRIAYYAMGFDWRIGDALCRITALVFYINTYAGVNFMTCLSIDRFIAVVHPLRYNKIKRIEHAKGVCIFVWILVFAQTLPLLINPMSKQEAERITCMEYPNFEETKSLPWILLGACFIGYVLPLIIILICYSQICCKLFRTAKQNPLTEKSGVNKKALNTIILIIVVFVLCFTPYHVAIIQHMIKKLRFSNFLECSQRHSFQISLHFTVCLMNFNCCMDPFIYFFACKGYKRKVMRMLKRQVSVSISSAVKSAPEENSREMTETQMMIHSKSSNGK
# An asterisk follows results filed as active; · = not tested or not shown.
SMILES,CCR6 antagonist,APJ antagonist,697 NFkB inh,UBC13 polyUb,CXCR6 block,Jurkat NFkB inh,Gli-Sufu antag,EBI2 antag
CCCOc1ccc(C2C(=O)N(C3CCCCC3)CC(=O)N2CCCOCC)cc1OC (stereo unspecified),-4,-4,17,14,-6,4,-2,-5
COCCCN(C(=O)Cc1coc2cc(C)c(C)cc12)c1c(N)n(Cc2ccccc2)c(=O)[nH]c1=O,1,8,8,-4,-13,10,9,-16
O=C(O)CCC(=O)N1CCc2cc(S(=O)(=O)N(CCc3ccccc3)Cc3ccccc3)ccc21,14,-10,2,-1,-1,-4,1,9
Cc1ccccc1S(=O)(=O)Nc1nc2ccccc2nc1Cl,8,-4,8,-7,-2,-12,0,-11
O=C(CNC(=S)N(Cc1ccccc1)Cc1cccnc1)NCCc1ccccc1,-17,3,3,7,4,19,7,-1
CCOC(=O)CSc1nnc(CCCCCN2C(=O)c3cccc4cccc(c34)C2=O)o1,6,-6,4,37,-7,3,-9,4
CC(=O)NC(=S)Nc1ccccc1C(=O)Nc1ccccc1,10,16,-7,9,5,4,-1,-10
COc1ccc(N(CC(=O)N2c3ccccc3CC2C)S(=O)(=O)c2c(C)noc2C)cc1 (stereo unspecified),6,5,-15,-4,-2,3,8,4
Cc1cc(C)cc(C(=O)N2CCN(Cc3ccc4c(c3)OCO4)CC2)c1,8,10,7,0,-4,14,19,5
COc1ccc(OCC(=O)Nc2cc(-c3nn(C)c(=O)c4ccccc34)ccc2N2CCOCC2)cc1,7,6,8,19,1,-24,13,12
CC(C)(C)NC(=O)NC(=O)CN1CCN(S(=O)(=O)/C=C/c2ccccc2)CC1,7,3,8,0,-2,-16,-18,7
COc1cc(C(C)=O)ccc1Oc1ncnc2c1cnn2-c1ccc(C)c(C)c1,5,-8,-52,21,-5,-9,-9,8
Cn1c(N)c(S(=O)(=O)N2CCN(C(=O)c3ccco3)CC2)c(=O)n(C)c1=O,1,15,6,5,-4,12,6,-5
Cc1ccc(-c2cc(C(=O)Nc3cc(C)ccc3C)[nH]n2)c(O)c1,-5,-11,-78,-9,3,-31,-28,3
COc1ccc(SC[C@H](C)CN2CC[C@H](C)CCC2=O)cc1,9,2,3,8,0,1,-2,-4
CCc1ccc(N2CC(C(=O)Nc3ccc(S(=O)(=O)NCC4CCCO4)cc3)CC2=O)cc1 (stereo unspecified),0,7,18,4,5,17,0,60*
NSc1nc(N)c2nc(-c3ccccc3)c(-c3ccccc3)nc2n1,4,1,-5,-14,9,-6,2,10
N#Cc1ccc(OCC(=O)OCC(=O)Nc2sccc2C(N)=O)cc1,-3,3,19,26,-10,1,53,-4
COC(=O)c1c(NC(=O)c2ccoc2C)sc(C)c1C,13,16,-11,19,2,15,-9,6
COc1ccccc1N1C(=O)c2ccc(C(=O)Nc3ccc(C(=O)O)cc3)cc2C1=O,7,16,15,-2,-20,-1,12,-12
Cc1ccc(C(c2ccc(C)c(C)c2)C(O)C2OC(=O)C(O)C2O)cc1C (stereo unspecified),6,·,·,·,-1,·,-1,-10
COC(=O)CNC(=O)Cn1nc(C)c([N+](=O)[O-])c1C,7,2,4,2,6,9,1,0
COc1cc(CN2CCN(c3cccc(C)c3C)CC2)cc(Br)c1O,0,-21,-21,7,-8,2,6,2
COc1cc(/C=N/NC(=O)c2ccncc2)cc(OC)c1OC,5,13,8,-4,2,11,19,-3
CC(=O)N1CCN(C(=O)CCNS(=O)(=O)c2ccc(Br)cc2)CC1,3,6,15,9,6,8,2,-2
CC(=O)Nc1ccc(S(=O)(=O)NCC2CCC(C(=O)NCCC3=CCCCC3)CC2)cc1 (stereo unspecified),9,-5,-5,-18,-5,26,-8,-1
C/C(=N\NC(=O)c1cc(-c2cccc([N+](=O)[O-])c2)n[nH]1)c1ccc(F)cc1,-3,-1,4,-4,0,-6,-10,2
CC(=O)c1ccc(Oc2cc(-c3ccccc3)nc(-c3ccccc3)n2)cc1,15,8,13,0,-4,4,3,1
Cc1ccc(F)cc1NC(=O)N1CCNC(=O)C1CC(=O)Nc1cc(Cl)ccc1Cl (stereo unspecified),-24,-22,11,-4,-11,10,3,-1
CCN(C(=O)CSc1cc(C)c2cccc(C)c2n1)C1CCS(=O)(=O)C1 (stereo unspecified),9,11,6,11,-2,0,12,-1
CC1CCc2c(nc3sc4c(c3c2N)CCCC4)C1 (stereo unspecified),12,6,-98,2,-1,-100,-15,19
CN1CCN(C(=O)C2CC(c3c(F)cccc3Cl)=NO2)CC1 (stereo unspecified),-9,18,-8,-1,-5,-17,1,-8
Cc1cccc(NC(=O)C[n+]2cccc(C)c2)c1,8,15,8,3,-4,1,-12,-1
COC(=O)[C@H](Cc1ccccc1)NC(=O)N1CCN(Cc2ccccc2)CC1,3,20,21,2,4,6,2,1
COc1ccc(C2C(C(=O)c3ccc(C)o3)=C(O)C(=O)N2Cc2cccnc2)cc1OC (stereo unspecified),-32,-4,18,-8,7,24,-16,-5
COC(=O)c1cc2n3ccccc3c(C)c(-c3ccccc3)c-2c1C(=O)OC,29,8,13,-114,0,7,35,3
CC(=O)N1CCc2cc(Br)cc(S(=O)(=O)CCC(=O)Nc3c(C)n(C)n(-c4ccccc4)c3=O)c21,0,1,24,16,-7,17,-1,0
CCOC(=O)C1=C(O)C(=O)N(c2ccc(S(N)(=O)=O)cc2)C1c1ccccc1 (stereo unspecified),-2,0,10,-2,-10,12,-1,-4
CCN(CC)S(=O)(=O)c1ccc(C(=O)N2CCc3ccccc32)cc1,-6,-21,-9,-8,-5,-23,22,0
CC(C)(C)c1ccc(CN2N=C(/C=C/c3ccccc3)CCC2=O)cc1,8,-7,2,-17,-7,-11,-10,1
COc1ccc(C2Nc3ccccc3C(=O)N2c2ccc(C)cc2)cc1Cn1nnc2ccccc21 (stereo unspecified),10,14,-83,22,10,-42,-69,3
COc1ccc(C(=O)O)c(O)c1,4,-44,-12,-13,-1,-13,0,2
CN(CC(=O)Nc1ccc(F)c(F)c1F)c1cnccn1,·,-10,-14,2,·,-1,·,·
COc1cc(/C=C(\C#N)c2ccccn2)ccc1OCC(=O)Nc1ccc(Br)cc1,-1,-3,10,2,-3,5,10,-8
CC(C)Cn1cc(C(=O)NCc2cccs2)c2c3ccccc3n(C)c2c1=O,3,-24,9,0,-4,-3,5,-3
O=C1CCC[C@@H]2CC(N3CCCCC3)C[C@@H]3CCN1[C@H]23 (stereo partly specified),9,·,17,·,7,·,0,-5
CCCOC1CCCN(C(=O)CCc2nnc(CCCCc3ccccc3)o2)C1 (stereo unspecified),17,-2,-31,-10,-7,-23,9,5
CCOC(=O)N1CCN(C(=O)COc2cccc3c2CCN(Cc2ccccc2C)C3=O)CC1,4,2,17,13,1,9,13,0
Cc1ccc(C(=O)N2[C@@H]3CN(C)C(=O)[C@@]2(Cc2ccccc2)[C@H]2C(=O)N(Cc4ccccc4)C(=O)[C@@H]32)cc1,3,·,·,·,-3,·,-3,-10
Cc1cc(=O)n2c3ccccc3n(C)c2n1,8,7,1,5,2,0,9,-14
COc1ccc(Nc2nc(CC(C)=O)ns2)cc1OC,9,4,31,3,0,-5,11,1
Cc1ccc(N2NC(=O)/C(=C/c3ccc(-c4ccc(Cl)c(C(=O)O)c4)o3)C2=O)cc1,11,21,7,-22,3,-5,-2,5
CC(C)S(=O)(=O)C/C(N)=N/OS(=O)(=O)c1ccc(Cl)cc1,3,-7,-3,3,4,-12,2,-6
CCOc1ccc(C(=O)N[C@H](C(=O)O)C(C)C)cc1,5,10,-2,7,1,17,6,-4
COc1cccc(C(=O)C2CCCN(C/C=C/c3ccccc3OC)C2)c1 (stereo unspecified),3,-3,13,-5,5,1,4,4
O=C(CN1C(=O)NC2(CCCC2)C1=O)Nc1ccc(Cl)cc1C(F)(F)F,2,31,1,-2,-4,2,2,6
Cc1cccc(/N=C/c2c(C)[nH]n(-c3ccccc3)c2=O)n1,15,-10,6,-8,-9,-5,-2,5
O=C(NC1CCN(Cc2nnnn2CCc2ccccc2)CC1)c1ccccc1F,-2,-15,-48,-9,8,1,6,3
CC(=O)Nc1ccc(SCC(=O)N(CCC#N)c2cc(C)cc(C)c2)cc1,5,6,5,6,2,-2,10,6
c1ccc([C@H]2CNCCN2CCc2cccc3ccccc23)cc1,12,2,14,44,3,11,1,5
# (further entries)
SMILES,CCR6 antagonist,APJ antagonist,697 NFkB inh,UBC13 polyUb,CXCR6 block,Jurkat NFkB inh,Gli-Sufu antag,EBI2 antag
O=C1c2cc(S(=O)(=O)NCCCO)ccc2-c2ccc(S(=O)(=O)NCCCO)cc21,3,-2,16,-19,-2,6,2,-15
COc1ccc(NC(=O)CSc2nnc(NC(=O)C3CCC3)s2)cc1,-4,0,9,3,5,-25,4,-4
CS(=O)(=O)N(CC(=O)N1CCC(C(N)=O)CC1)c1ccc(Oc2ccccc2)cc1,2,14,15,7,0,-1,7,1
NNC(=O)c1ccc(Cn2cc(Br)cn2)cc1,-10,-24,18,3,-14,6,9,-1
O=C(CN(C1CCCCC1)S(=O)(=O)c1ccc(Br)cc1)NCc1cccnc1,-5,0,11,2,-4,5,-5,-4
COc1ccc2c(c1)cc(C(=O)O)n2C,2,-3,23,-42,5,-3,-4,4
Cc1ccc(CNC(=O)C2(NC(=O)Nc3ccc(C)cc3)CCCCC2)cc1,6,2,23,-3,5,-9,5,5
CCOc1ccc(C(=O)Nc2ccc(S(=O)(=O)N3CCN(C)CC3)cc2)cc1,3,5,-7,0,1,7,-12,-1
CCCCN1CCc2c1nc1ccc(Br)cc1c2N,18,12,-3,55*,9,-7,6,12
Cn1c(=O)c([N+](=O)[O-])c(Oc2ccccc2)c2ccccc21,21,·,·,·,3,·,2,-38
CC1(C)S[C@@H]2[C@H](NC(=O)COc3ccccc3)C(=O)N2C1C(=O)OCC1CCCCC1 (stereo partly specified),3,20,11,-2,-2,7,3,38
Cc1occc(=O)c1OCc1ccc(F)cc1,2,2,7,5,3,5,4,-15
COc1ccc(C2CC(c3ccc(F)cc3)n3nc(NS(C)(=O)=O)nc3N2)cc1 (stereo unspecified),4,25,13,-6,2,-12,7,-1
COc1ccc(NC(=O)C2CCN(S(=O)(=O)c3c(C)noc3/C=C/N(C)C)CC2)cc1,7,18,10,-10,5,-1,4,11
Cc1cc(C)c2c(c1)[C@@H]1C=CC[C@@H]1[C@H](c1ccc(S(=O)(=O)N3CCOCC3)cc1)N2,11,·,·,·,-11,·,6,2
CCN(CC)C(=O)Oc1ccc2ccccc2c1Cl,13,-8,-111,10,1,-39,-22,1
COc1ccc(C2COc3cc(O)ccc3C2)c(OC)c1O (stereo unspecified),3,-15,-11,2,2,39,-14,-4
C=CCOc1ccc(/C=N/n2nnnc2N)cc1OC,7,9,-18,2,6,-8,1,5
CC(C)Cc1nc(SCC(=O)N2CC(C)OC(C)C2)c2c(=O)n(C)c(=O)n(C)c2n1 (stereo unspecified),8,5,0,9,-2,17,2,-2
COc1ccccc1CCC(=O)NCCCn1ccc2ccccc21,24,-1,-2,-6,14,-8,36,17
CC(C)(C)N(Cc1ccccc1)C(=O)COC(=O)CCc1c[nH]c2ccccc12,4,-6,-6,6,-6,12,-3,26
Cc1ccc(CSc2nnc(Nc3ccc(C)cc3)s2)cc1,15,9,2,0,3,19,-2,21
